zfTRPN1 agonist – activates the zebrafish TRPN1 channel | activation, % at 3 µM | AID 1424 | HEK293 zebrafish TRPN1-YFP, Fluo-8 calcium fluorescence; 100% = response to 87 µM carbachol | 220,000 tested, 0.18% active;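 active = activation above its plate's cutoff, the mean activation of test wells on that plate plus 3 SD, cut at about 19% in these data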;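 note: 0% = DMSO alone and 100% = 87 µM carbachol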
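Control set: carbachol 87 µM as high control, DMSO as low control; system: HEK293 stable line with zebrafish TRPN1-YFP; read-out: % activation versus carbachol response; detection: intracellular calcium fluorescence with Fluo-8; doses: single test compound dose, 3 µM nominal, 0.3% DMSO; schedule: dye 1 h 37 °C plus 30 min RT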
NPY-Y1 antag – antagonists of human neuropeptide Y receptor Y1; HEK293-CNG Y1 cells, membrane potential fluorescence; NPY at EC95, then isoproterenol; inhibition, % at 3.6 µM; 200,000 tested, 1% active;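 active = inhibition above the campaign mean inhibition of all tested compounds plus 3 SD, cut at about 20% in these data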;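 note: 0% = DMSO wells given NPY plus isoproterenol and 100% = isoproterenol alone without NPY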
Target sequence (P25929 whole entry, looked up): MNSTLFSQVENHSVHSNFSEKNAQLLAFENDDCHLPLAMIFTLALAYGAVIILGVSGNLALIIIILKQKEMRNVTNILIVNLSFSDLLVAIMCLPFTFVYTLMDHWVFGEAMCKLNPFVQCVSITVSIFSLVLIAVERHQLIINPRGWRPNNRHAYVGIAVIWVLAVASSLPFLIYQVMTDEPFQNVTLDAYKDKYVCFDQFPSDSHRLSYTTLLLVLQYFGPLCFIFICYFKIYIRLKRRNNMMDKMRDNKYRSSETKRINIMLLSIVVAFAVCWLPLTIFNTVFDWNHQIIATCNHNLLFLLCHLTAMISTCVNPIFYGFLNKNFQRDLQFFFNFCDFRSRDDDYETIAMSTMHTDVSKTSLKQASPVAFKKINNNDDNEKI
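Test system: HEK293 cells co-expressing NPY Y1 receptor and cyclic-nucleotide gated channel; Also added: NPY (25 nM), isoproterenol (1 µM), Ro 20-1724 (25 µM); Compound dosing: one concentration, 3.6 µM, in 0.4% DMSO; Timing: dye 3 h, compound 60 min room temperature, stimulation 45 min; Technique: Membrane-potential fluorescent dye readout.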
CHOP inhibitor – blocks CHOP induction under ER stress; inhibition, % at 10 µM; AID 2732; 220,000 tested, 3.8% active; CHO-K1 CHOP-promoter luciferase, tunicamycin-induced, 15-18 h;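 active = compounds that reduced the stress-induced luciferase reporter signal by more than about 70% of percent inhibition, limit read from the data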;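 note: 0% = tunicamycin plus vehicle and 100% = wells without tunicamycin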
EP2 modulator – modulates human prostaglandin E2 receptor EP2 signaling | P43116 | EP2-expressing cells, cAMP HTRF FRET, PGE2 co-stimulation | induction, % at 25 µM | 260,000 tested, 0.83% active | AID 940;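 active = compounds whose cAMP rise, as percent of the full-agonist control response, exceeds 60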;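 note: rat C6 glioma line stably carrying human EP2 under a CMV promoter; the protocol text gives 20 µM as final concentration; 100% = response of wells given 1 µM PGE2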
S1P4 ag – agonists of human S1P4 receptor; S1P4-expressing cell line, agonist reporter assay; 220,000 tested, 0.35% active; activation, % at 4.98 µM; AID 1509; O95977; in the data active = activation above about 11%;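 note: 0% = DMSO vehicle and 100% = reference agonist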
Target sequence (O95977 whole entry, looked up): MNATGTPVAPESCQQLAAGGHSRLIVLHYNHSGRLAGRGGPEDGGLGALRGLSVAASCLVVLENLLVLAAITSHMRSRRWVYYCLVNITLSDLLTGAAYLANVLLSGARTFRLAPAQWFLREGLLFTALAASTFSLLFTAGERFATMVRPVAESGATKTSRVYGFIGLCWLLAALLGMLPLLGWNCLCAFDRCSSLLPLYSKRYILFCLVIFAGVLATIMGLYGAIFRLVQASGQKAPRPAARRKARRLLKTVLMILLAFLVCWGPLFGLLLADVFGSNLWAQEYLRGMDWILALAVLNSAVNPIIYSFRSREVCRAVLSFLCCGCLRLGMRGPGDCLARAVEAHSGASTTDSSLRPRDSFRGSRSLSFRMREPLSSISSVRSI
TRPML3 ag – activates the human TRPML3 channel | HEK293 TRPML3-YFP, Fluo-8 calcium fluorescence; 100% = the carbachol control signal | activation, % at 3 µM | 220,000 tested, 0.29% active | Q8TDD5 | AID 1448;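 active = activation above its plate's cutoff, the mean activation of the plate's test wells plus 3 SD, cut at about 12% in these data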;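 note: 0% = DMSO only wells and 100% = carbachol wells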
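Test system – HEK293 line with stable expression of human TRPML3-YFP channel · Control set – carbachol 87 µM final as high control (100%), DMSO as low control (0%) · Signal – Fluo-8 calcium dye fluorescence, ex 470-495, em 515-575 nm · Incubation – 1-h 37 °C dye load, 5-s basal, 120-s post-compound reads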
S1P4 antagonist – antagonists of human S1P4 receptor; 220,000 tested, 0.26% active; S1P4-expressing cells, antagonist mode, reporter read-out; AID 1510; inhibition, % at 4.98 µM; in the data active = inhibition above about 29%;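 note: 0% = wells stimulated with agonist and 100% = vehicle wells without agonist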
NPY2 pot ag – human NPY-Y2 potentiation or agonism, primary screen; P49146; cells expressing NPY-Y2, potentiator/agonist read-out; activation, % at 3.6 µM; 220,000 tested, 0.45% active; in the data active = activation above about 27%;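 note: cells stimulated with NPY near EC25 plus isoproterenol at EC100; 0% = vehicle plus submaximal agonist and 100% = vehicle plus saturating agonist; some results beyond the cut were filed as inactive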
NPY-Y1 PAM-ag – potentiates or activates human NPY-Y1 receptor | P25929 | NPY-Y1 expressing cells, potentiator/agonist activation | activation, % at 3.6 µM | 220,000 tested, 0.37% active; in the data active = activation above about 33%, passing the limit was not always enough;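 note: cells stimulated with NPY at EC10 then isoproterenol at EC100; 0% = low agonist plus stimulus and 100% = saturating agonist plus stimulus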
* marks the source's active call; other numbers are inactive results; / = not tested or not shown; & = joins results of further samples. Compounds were not picked by outcome; any-hit rate near 6.5%.

SMILES	zfTRPN1 agonist	NPY-Y1 antag	CHOP inhibitor	EP2 modulator	S1P4 ag	TRPML3 ag	S1P4 antagonist	NPY2 pot ag	NPY-Y1 PAM-ag
CCOc1ccc(NC(=O)Cn2nnc3c(cnn3-c3ccc(F)cc3)c2=O)cc1	-0.1	0	72*	9&10	-0.1	0.8	2	-13	11
Cc1onc(-c2ccccc2Cl)c1C(=O)OCn1nnc2ccccc2c1=O	0.4	5	16	55	-1.9	0.7	30*	-18	-10
Cc1cc(C(=O)N/N=C/c2sccc2C)no1	1.1	1	-6	-14	1.1	0.6	-26	12	2
CC(C)c1c(O)nc(SCc2ccccc2)[nH]c1=O	1.5	8	19	13&-6	1.5	2.0	-12	-1	-18
CCCNC(=O)c1nc(C)c(C)nc1C(=O)Nc1cccc(Cl)c1	0.1	-1	10	33	0.4	0.0	-15	3	11
OCCNc1ncnc2ccc(Br)cc12	-0.1	3	43	21	1.1	0.3	-6	4	16
Cc1cccc2cc(C#N)c(SCc3nnc(-c4ccccc4[N+](=O)[O-])o3)nc12	0.2	5	-8	-5	-0.6	0.3	-18	5	10
O=C1OCCN1CCN(CN1C(=O)CCC1=O)CN1C(=O)CCC1=O	0.5	0	3	24	1.4	0.9	-20	-6	8
O=c1[nH]c2ccccc2nc1C(F)(F)C(F)F	-0.2	13	-4	39	1.2	-0.1	9	6	8
CCSc1nnc(NC(=O)CSc2nnc(CNC(=O)c3ccc(OC)c(OC)c3)o2)s1	1.2	6	30	20	0.1	0.4	-30	4	-1
Cc1cc(C)nc(SCc2ccc(C(=O)N/N=C/c3ccccc3C(=O)O)cc2)n1	2.1	30*	6	10	-1.3	0.3	4	-22	-15
Cc1nn(-c2ccccc2)c(Cl)c1C(=O)N1CCN(C)CC1	-1.6	-3	10	-8	-0.3	1.1	-2	-17	-17

2 compounds drawn at random from those above:
SMILES	zfTRPN1 agonist	NPY-Y1 antag	CHOP inhibitor	EP2 modulator	S1P4 ag	TRPML3 ag	S1P4 antagonist	NPY2 pot ag	NPY-Y1 PAM-ag
O=c1[nH]c2ccccc2nc1C(F)(F)C(F)F	-0.2	13	-4	39	1.2	-0.1	9	6	8
Cc1nn(-c2ccccc2)c(Cl)c1C(=O)N1CCN(C)CC1	-1.6	-3	10	-8	-0.3	1.1	-2	-17	-17

More compounds follow.
SMILES	zfTRPN1 agonist	NPY-Y1 antag	CHOP inhibitor	EP2 modulator	S1P4 ag	TRPML3 ag	S1P4 antagonist	NPY2 pot ag	NPY-Y1 PAM-ag
CC(=O)c1cnc(N2CCCCC2)nc1C	-0.7	-7	19	17	-0.8	1.1	3	-3	9
CC(=O)NCCNc1ccc([N+](=O)[O-])cc1C#N	1.0	0	8	9	1.2	0.8	-11	-2	1
CCN1CCc2nc3ccccc3c(C(=O)Nc3ccc(NC(C)=O)cc3)c2C1	0.4	/	-9	-12	-0.9	0.6	6	-9	1
COc1ccccc1NC(=S)N(Cc1ccco1)Cc1cc2cc(C)cc(C)c2[nH]c1=O	-0.3	13	-9	9	3.8	0.1	8	-16	15
COc1ccccc1C(=O)Nc1cccc(S(=O)(=O)N2CCCC2)c1	0.6	/	13	-4	-0.8	0.1	-3	-11	-3
Cc1cc(C(=O)N2CCOCC2)c(C)o1	1.7	-4	7	20	1.6	0.8	-6	-3	14
O=C(Nc1ccc(F)cc1F)NC1CCN(S(=O)(=O)c2ccc(F)cc2)CC1	-2.4	-2	28	13	-2.4	0.0	-4	18	5
Cc1ccc(C)c(S(=O)(=O)Nc2ccc(O)c(Sc3ncn[nH]3)c2)c1	2.1	/	6	-10	0.6	0.0	4	-14	8
CCOC(=O)C1CCN(C(=O)c2ccco2)CC1	1.7	5	-3	-1&-15	0.9	-0.2	-9	-4	3
Cn1c(=O)c2c(ncn2Cc2cc(-c3ccccc3)no2)n(C)c1=O	2.8	3	0	-6	3.0	1.1	-4	-8	-3
CC1=C(C(=O)OCC2CCCO2)C(c2ccccc2Cl)NC(=O)N1 (configuration not stated)	3.0	-2	0	19	1.8	0.5	0	11	-16
Cc1ccc(/C=C/C(=O)N2CCc3ccccc32)o1	-2.0	-1	9	14	1.7	0.0	-7	-5	-9
Cc1ccc2c(c1)[nH]c1c(=O)n(Cc3ccco3)cnc12	6.0	/	-21	-27	-1.5	1.8	10	-1	-3
O=C(CCS(=O)(=O)c1cccc2nonc12)N1CCOCC1	0.8	5	42	18	0.6	0.5	-7	5	-3
COc1cc(C(=O)Nc2cccc(-c3nnc(-c4ccco4)o3)c2)ccc1OC(C)=O	11	3	34	-31	1.3	6.2	2	9	13
Cc1cc(C)n2nc(C(=O)Nc3ccc4c(c3)OCO4)nc2n1	1.1	-5	-7	19	1.4	0.6	-3	-1	5
CCc1c(C)nc(N)c(C#N)c1-c1ccccc1	1.4	0	40	11&7	11	0.4	5	-11	-10
COC(=O)Cn1c(=O)c2c(n(Cc3ccccc3)c1=O)N/C(=C/c1ccc(Br)cc1)C2=O	1.5	/	5	1	-0.9	1.2	15	7	-12
NC(=O)c1nsc(C(=O)N(CC(=O)NC2CCCC2)Cc2ccc3c(c2)OCO3)c1N	3.1	3	6	9	4.7	0.9	-4	-5	-4
COC(=O)c1sc(NC(=O)c2ccco2)nc1C	0.5	0	-4	5	0.6	1.1	-24	10	18
CCOc1ccc2nc(NC(=O)C3CCN(c4cnccn4)CC3)sc2c1	-0.6	5	24	-5	0.2	0.5	-18	-9	2
CC(C)(C)n1nc2c(c1NC(=O)Cc1cccc3ccccc13)CS(=O)C2 (configuration not stated)	-1.0	0	13	14	0.0	0.1	-4	-14	-12
O=C(O)c1ccccc1-c1nc2ccccc2[nH]1	0.5	2	-18	36	1.6	-0.3	-7	9	-1
Cc1ccc(/C=c2\sc3nc(-c4cccnc4)nn3c2=O)cc1	0.0	16	54	-7	2.3	0.1	-5	-17	-11
O=[N+]([O-])c1cc(S(=O)(=O)Nc2ccccc2)ccc1NCc1cccnc1	3.3	-1	6	-9	-2.8	1.1	-23	-6	-21
CCn1cc([N+](=O)[O-])c(C(=O)N2N=C(c3ccccc3)CC2c2ccc([N+](=O)[O-])cc2)n1 (configuration not stated)	0.7	6	-12	20	2.6	1.1	1	16	-2
Cc1cc(C)n(-c2nc3ccccc3nc2N2CCOCC2)n1	-0.8	-1	-10	-43	1.7	-0.3	1	7	-3
CCn1c(SCC#N)nc2c(c1=O)C1(CCCC1)Cc1ccccc1-2	0.8	-6	5	39	-1.4	0.0	1	4	-16
O=c1ccc2ccc(Oc3ccc([N+](=O)[O-])cc3[N+](=O)[O-])cc2o1	-0.3	-3	-53	-37	0.5	-0.5	-5	17	9
COC(=O)c1cn(NC(=O)c2ccccc2[N+](=O)[O-])c(=O)c2ccccc12	0.6	4	16	2	1.0	0.9	-3	-2	4
Cc1nn(C)c(C(=O)NNC(=S)NCC(C)C)c1Cl	1.0	2	-2	10	1.3	0.5	-19	0	16
COc1ccccc1C(=O)OCc1nc(N)nc(Nc2ccccc2C)n1	1.1	-7	9	-10	0.9	0.2	107*	15	-5
Cc1ccc(S(=O)(=O)N(CC(O)CN2CCCCC2)c2ccccc2)cc1 (configuration not stated)	-0.7	0	31	4	-0.6	0.1	-15	2	8
Cc1nn(C(=O)Cn2cc([N+](=O)[O-])cn2)c(C)c1Cl	1.0	8	-12	21	-0.3	0.1	-1	-7	-8
CC(C)C(NS(=O)(=O)c1ccc2c(c1)oc(=O)n2C)C(=O)N1CCN(C2CCCCC2)CC1 (configuration not stated)	0.9	3	16	-2	-4.7	0.3	0	1	-6
Cc1nc(C)c(C(=O)N(c2ccc(C)c(C)c2)C(C(=O)NCc2ccco2)c2ccccc2)s1 (configuration not stated)	-0.3	6	-36	22	0.9	-0.1	-3	-8	11
Cc1nnc(SCC(=O)N2CCc3ccccc32)s1	0.7	-3	27	1	1.2	0.6	-18	0	-3
COc1ccc(N=Cc2c(O)ccc3ccccc23)cc1	1.7	3	80*	-20	-0.9	0.3	-4	6	5
CCOC(=O)CC(=O)CSc1ncc(C(=O)OCC)c(N)n1	1.3	0	1	5	0.8	0.3	-21	13	-13
C=CCn1c(O)c(N=NC(=O)OCC)c2ccccc21	1.2	0	20	16	1.0	-0.2	-1	7	15
C=CCSc1nc2ccccc2n1S(=O)(=O)c1ccc(Cl)cc1	-1.2	1	11	75*	2.6	0.7	-13	-21	-13
CSc1nn2c(C)c(C)c(C)nc2c1C#N	1.7	0	1	-7	1.1	0.9	-10	-1	-11
COC(=O)c1ccccc1NC(=O)NCCc1ccc(OC)c(OC)c1	1.4	3	12	-40	0.8	1.3	-10	6	-2
Cc1cc[n+](-c2nc3ccccc3nc2[N-]S(=O)(=O)c2ccccc2)cc1	0.1	6	-4	3	-1.1	0.3	-16	1	5
ON/C=N/C(=S)Nc1ncc(C(F)(F)F)cc1Cl	-0.8	-6	23	25	-0.2	0.2	1	11	-1
Cc1cccc(OCCCC(=O)Nc2ccc(N(C)C)cc2)c1	-0.9	10	1	-90	-0.6	-0.8	5	-11	-18
O=C(CCNc1n[nH]c(=O)[nH]c1=O)N/N=C/c1ccc(C(F)(F)F)cc1	0.9	2	-13	50	-1.1	0.7	2	2	3
CCOC(=O)c1ccccc1NC(=O)C(C)Oc1ccccc1 (configuration not stated)	-3.2	-6	66	54	-0.4	-1.2	-12	1	-19
CC(C)N(Cc1ccccc1)C(=S)Nc1ccc(F)cc1	-1.1	-2	17	6	1.0	0.9	-20	-4	6

S1P4 antagonist, entries above that show a hit.
molecule,NPY-Y1 antag,CHOP inhibitor,EP2 modulator,S1P4 ag,TRPML3 ag,S1P4 antagonist,NPY2 pot ag,NPY-Y1 PAM-ag
Cc1onc(-c2ccccc2Cl)c1C(=O)OCn1nnc2ccccc2c1=O,5,16,55,-1.9,0.7,30*,-18,-10
COc1ccccc1C(=O)OCc1nc(N)nc(Nc2ccccc2C)n1,-7,9,-10,0.9,0.2,107*,15,-5

Single records, from the list above:
`O=C(CCNc1n[nH]c(=O)[nH]c1=O)N/N=C/c1ccc(C(F)(F)F)cc1` across the screens: zfTRPN1 agonist: 0.9; NPY-Y1 antag: 2; CHOP inhibitor: -13; EP2 modulator: 50; S1P4 ag: -1.1; TRPML3 ag: 0.7; S1P4 antagonist: 2; NPY2 pot ag: 2; NPY-Y1 PAM-ag: 3
`CCOC(=O)CC(=O)CSc1ncc(C(=O)OCC)c(N)n1` across the screens: zfTRPN1 agonist: 1.3; NPY-Y1 antag: 0; CHOP inhibitor: 1; EP2 modulator: 5; S1P4 ag: 0.8; TRPML3 ag: 0.3; S1P4 antagonist: -21; NPY2 pot ag: 13; NPY-Y1 PAM-ag: -13
`CCOC(=O)c1ccccc1NC(=O)C(C)Oc1ccccc1` (configuration not stated) across the screens: zfTRPN1 agonist: -3.2; NPY-Y1 antag: -6; CHOP inhibitor: 66; EP2 modulator: 54; S1P4 ag: -0.4; TRPML3 ag: -1.2; S1P4 antagonist: -12; NPY2 pot ag: 1; NPY-Y1 PAM-ag: -19

Screening data as filed in PubChem.
